Bioassay records: PubChem BioAssay, several laboratories
LANA DNA inh = inhibitors of KSHV LANA C-terminal domain DNA binding | MBP-C-LANA/FAM-LBS DNA binding, fluorescence polarization | inhibition, % at 9 µM | actives 0.078% (n = 340,000);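 active = highest replicate inhibition at or above 60% at 9 µM, even if other replicates fall short; inactive = all replicates below 60% inhibition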;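 also: 0% = neutral control wells and 100% = 4 µM acridine orange control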
Wnt act = activators of Wnt/beta-catenin signaling. Wnt/beta-catenin reporter cell assay, activator, plate reader. activation, % at 9.35 µM. actives 1.2% (n = 300,000). AID 743398; in the data active = activation above about 30%, passing the limit was not always enough;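 also: 0% = neutral control wells and 100% = positive control wells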
V-ATPase pH = yeast V-ATPase proton transport regulation by pHLuorin; actives 0.37% (n = 350,000); response, % at 10 µM; S. cerevisiae, pHLuorin cytosolic pH fluorescence; AID 504577; in the data active = response mostly above about 7.3%, no sharp cut-off; inactive = mostly below about 5.4%; also: actives read high; inactives centre near 0; some compounds called inactive have numbers as strong as hits; reference of the scale not given here
OPRM1-OPRD1 ag = agonists of human mu-delta opioid receptor heterodimerization | P35372+P41143 | cells, OPRM1-OPRD1 heterodimerization, luminescence | activation, % at 9.3 µM | actives 0.3% (n = 340,000); in the data active = activation above about 18%;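 also: 0% = vehicle-treated cells and 100% = reference agonist; values of inactives mirror those of a sister screen read the other way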
Keap1 Nrf2 FP = inhibitors of human Keap1-Nrf2 protein-protein interaction; inhibition, % at 9.4 µM; Keap1 Kelch-Nrf2 peptide fluorescence polarization, 1536-well; actives 0.15% (n = 340,000); Q14145; AID 504523; in the data active = inhibition above about 12%;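 also: human Keap1 Kelch domain with fluorescein labeled Nrf2 9mer peptide probe; 0% = neutral control wells and 100% = peptide positive control; higher means more block of Keap1 binding to Nrf2 peptide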
OPRM1-OPRD1 inv = mu-delta opioid heterodimer inverse agonism | P35372+P41143 | cell-based MOR-DOR heterodimer luminescence | inhibition, % at 9.3 µM | actives 0.21% (n = 340,000); in the data active = inhibition above about 22%, passing the limit was not always enough;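 also: 0% = cells with DMSO and 100% = wells without cells with DMSO; values of inactives mirror those of a sister screen read the other way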
RTF Ca sens act = cardiac RTF calcium sensitization. P19429+P45379. IANBD-labeled TnC RTF fluorescence at EC20 calcium; 0% EC20 calcium, 100% full calcium. activation, % at 7.2 µM. actives 0.24% (n = 340,000);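 active = activation above the mean over all tested compounds plus 3 SD, cut at about 30% in these data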;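 also: rise in fluorescence read as greater calcium sensitivity of cardiac thin filaments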
Arr AP2 block = inhibitors of human beta-arrestin and AP2 interaction | FITC-arrestin peptide / GST-AP2 beads, flow cytometry; AP2 beta2 appendage carries R879A mutation | inhibition, % at 10 µM | actives 0.31% (n = 340,000);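 active = inhibition above a set limit, near 3 SD of compounds lacking own fluorescence, cut at about 54% in these data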;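 also: plate controls were DMSO wells for no effect and 5 µM unlabelled arrestin peptide for full effect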
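Assay system: GST-AP2 R879A bound to glutathione beads, E. coli-expressed; Medium: PBS with 0.05% Tween 20 and 0.1% BSA; Also added: fluorescein-tagged arrestin peptide at 50 nM final; Timing: 12 min plus 1 h, RT; Measured by: flow cytometry, FL1 (488/535 nm); Evaluation: percent drop in bead-associated FITC signal.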
DSG3 Ab inh = inhibitors of pemphigus antibody binding to human desmoglein-3; P32926; DSG3-coupled beads, scFv-anti-DSG3-GFP binding, flow cytometry; hits give low values; binding (percent of control), % at 10 µM; actives 0.48% (n = 310,000); AID 588358;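 active = binding more than 3 SD below its plate's average and above zero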;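 also: hits lower antibody fragment binding to DSG3; some compounds called inactive have numbers as strong as hits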
Target sequence (P32926 whole entry, looked up, the tested form may be a part): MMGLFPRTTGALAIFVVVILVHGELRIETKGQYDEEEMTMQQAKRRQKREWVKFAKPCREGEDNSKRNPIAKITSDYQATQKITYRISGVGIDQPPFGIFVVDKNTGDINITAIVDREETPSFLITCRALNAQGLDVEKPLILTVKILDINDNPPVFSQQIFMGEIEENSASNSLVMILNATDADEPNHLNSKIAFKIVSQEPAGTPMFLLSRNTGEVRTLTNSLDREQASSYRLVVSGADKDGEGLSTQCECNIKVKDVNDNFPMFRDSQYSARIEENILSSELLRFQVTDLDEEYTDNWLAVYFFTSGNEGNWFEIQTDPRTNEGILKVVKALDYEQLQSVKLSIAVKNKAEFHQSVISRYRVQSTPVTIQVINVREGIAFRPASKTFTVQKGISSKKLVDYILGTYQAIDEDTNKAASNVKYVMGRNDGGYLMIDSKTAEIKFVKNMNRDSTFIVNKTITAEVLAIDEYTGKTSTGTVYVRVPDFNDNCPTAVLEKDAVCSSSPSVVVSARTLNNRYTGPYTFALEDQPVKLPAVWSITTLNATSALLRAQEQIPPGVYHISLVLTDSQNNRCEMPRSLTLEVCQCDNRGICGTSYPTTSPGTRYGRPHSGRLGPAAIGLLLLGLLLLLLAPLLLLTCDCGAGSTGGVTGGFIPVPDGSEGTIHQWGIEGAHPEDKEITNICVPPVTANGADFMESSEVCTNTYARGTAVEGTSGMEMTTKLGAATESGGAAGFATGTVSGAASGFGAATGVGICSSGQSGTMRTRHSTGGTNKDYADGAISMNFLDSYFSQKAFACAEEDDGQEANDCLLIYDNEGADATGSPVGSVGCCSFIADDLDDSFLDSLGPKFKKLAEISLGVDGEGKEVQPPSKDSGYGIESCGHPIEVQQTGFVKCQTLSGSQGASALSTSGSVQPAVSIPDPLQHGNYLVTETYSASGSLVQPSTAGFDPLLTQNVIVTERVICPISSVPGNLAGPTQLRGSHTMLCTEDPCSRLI
Cardiac RTF inh = cardiac RTF calcium desensitization; P19429+P45379; IANBD-labeled cardiac RTF, Ca2+ fluorescence; inhibition, % at 7.15 µM; actives 0.12% (n = 340,000); AID 493244;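 active = inhibition above the mean inhibition of all tested compounds plus 3 SD, cut at about 17% in these data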;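 also: assay run at fixed EC70 calcium of 1.6 mM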
* marks the source's active call; other numbers are inactive results; . = not tested or not shown. Compounds as they come; any-hit rate near 3.1%.

SMILES | LANA DNA inh | Wnt act | V-ATPase pH | OPRM1-OPRD1 ag | Keap1 Nrf2 FP | OPRM1-OPRD1 inv | RTF Ca sens act | Arr AP2 block | DSG3 Ab inh | Cardiac RTF inh
CC(=O)N1C(c2ccccc2)CC(=O)OC1c1ccc2c(c1)OCO2 (stereo not drawn) | -0.9 | -0.2 | 2.5 | 0.3 | -2.0 | -1.6 | 3.9 | -0.2 | . | -5.1
O=C(NCC(=O)N1CCCCC1)c1sc2ccccc2c1Cl | 0.9 | 44.9* | -0.7 | -2.5 | -7.0 | 10.8 | 2.0 | -9.4 | 87.8 | 2.6
CCc1cc(=O)n2[nH]c(C)c(-c3ccccc3OC)c2n1 | 0.1 | -3.9 | 0.2 | -1.1 | -5.7 | 6.2 | -1.0 | 7.7 | 94.6 | -4.6
COc1cc(NC(=O)c2ccc(C)cc2C)ccc1NC(=O)c1cccs1 | 0.6 | 7.4 | 0.2 | 0.5 | 2.3 | -3.7 | -5.2 | 14.4 | 97.5 | 0.5
CCOc1ccc(CCNC(=O)C(C)N2C(=O)CC(C)(C)Sc3ccccc32)cc1 (stereo not drawn) | -0.9 | -1.8 | -0.8 | 0.5 | 6.3 | -2.4 | -3.0 | 10.2 | 103.0 | -7.0
N#CNC(=Nc1ccc(Cl)cc1)Oc1ccccc1 | 0.7 | 2.6 | -3.5 | -1.8 | -2.2 | 9.2 | -3.9 | 40.0 | . | 2.0
COc1cc(SC)ccc1C(=O)NCC1CCCCC1 | 0.2 | 0.2 | -0.3 | 2.2 | 3.4 | -18.1 | -8.1 | -13.6 | 119.9 | -14.7
CCN(CC(=O)Nc1cccc(S(=O)(=O)N2CCCC2)c1)CC(=O)Nc1ccccc1OC | 1.1 | -0.3 | 4.2 | -3.6 | -1.4 | 16.5 | 2.2 | -32.2 | 94.9 | -10.4
COc1ccccc1-n1nnnc1SCC(=O)NC(=O)Cc1ccccc1 | -0.4 | -1.2 | -4.1 | -1.7 | -2.8 | 6.6 | -4.4 | -2.8 | . | -4.3
CCS(=O)(=O)c1nc(S(=O)(=O)c2ccc(Cl)cc2)c(N2CCN(C)CC2)s1 | -0.7 | -1.6 | 5.9 | -0.6 | -2.9 | 3.1 | 1.6 | -10.3 | 100.8 | -5.7
CC(C)N(C(=O)Cn1cc(S(=O)(=O)CC(=O)N2CCOCC2)c2ccccc21)C(C)C | -0.4 | 2.5 | -2.9 | -2.8 | -3.6 | 9.0 | -0.8 | 3.3 | 109.0 | 0.2
O=c1c2ccccc2c(C=Nc2cccc(O)c2)c(O)n1-c1ccc2c(c1)OCO2 | 0.8 | . | 0.7 | 6.7 | -7.7 | -32.6 | 4.2 | -3.8 | 100.7 | 1.9
CNc1ccc(Br)cc(C(=O)/C=C/c2ccc(Cl)cc2Cl)c1=O | 2.3 | 3.2 | -2.2 | 1.3 | -4.9 | -6.2 | 7.7 | 18.6 | 88.8 | -18.1
NC(=O)CSc1nnc(-c2cc(-c3cccs3)nc3ccccc23)o1 | 3.4 | . | 1.2 | 0.3 | 1.2 | -1.5 | 8.4 | 44.0 | 102.4 | -0.9
C=CCNC(=S)NNC(=O)c1cccn(Cc2ccc(Cl)c(Cl)c2)c1=O | -1.5 | -17.4 | 2.6 | 0.4 | -4.0 | -2.0 | 4.6 | 9.8 | 99.9 | -11.7
CCCNC(=O)c1ccc(N2CCC3(CC2)CC(c2ccccc2)=NO3)c([N+](=O)[O-])c1 | 0.2 | -1.6 | -8.5 | -2.8 | 2.1 | 15.2 | 6.1 | -2.0 | 96.7 | -0.6
CCOC(=O)N1CCN(S(=O)(=O)c2ccc(OC)c(Cl)c2)CC1 | -0.3 | . | 2.4 | -0.4 | -5.4 | 2.5 | 10.9 | 2.5 | 103.0 | -0.5
COCC(C)n1c(COc2ccccc2F)nnc1SCc1c(C)noc1C (stereo not drawn) | 0.3 | 0.5 | -1.0 | -0.6 | 2.6 | 3.6 | -7.6 | 10.0 | 82.9 | -3.2
CCOc1c2ccc(C(=O)NCc3ccc(OC(F)(F)F)cc3)cc2nn1C | 3.5 | 0.3 | 4.9 | -0.5 | -5.3 | 2.5 | -4.9 | 14.1 | 100.5 | -1.4
NS(=O)(=O)c1ccc(CNC(=O)c2ccc(NS(=O)(=O)c3ccc4[nH]c(=O)[nH]c4c3)cc2)cc1 | -1.2 | -2.3 | -0.1 | -0.4 | -1.4 | 2.8 | -4.6 | -1.1 | 97.2 | -4.2
COC(=O)c1c(C)[nH]c(C(=O)COC(=O)Cc2ccc3c(c2)OCCO3)c1C | 1.2 | . | 2.6 | -2.2 | -2.3 | 11.0 | -2.6 | -0.3 | . | -1.7
COc1ccccc1NC(=O)CN1C(=O)COc2ccc(S(=O)(=O)N3CCCCCC3)cc21 | -0.7 | 0.7 | 0.0 | -1.4 | 5.0 | 7.2 | -2.5 | -14.8 | . | -4.7
COc1cccc(-c2nc(CS(=O)(=O)CC(=O)N3CCOCC3)c(C)o2)c1 | -0.1 | -1.9 | 2.8 | -2.0 | 0.5 | 10.2 | -1.1 | 10.6 | 103.8 | 0.9
CCOC(=O)c1ccc(N2C(=O)CC(SCC(=O)Nc3ccc(S(N)(=O)=O)cc3)C2=O)cc1 (stereo not drawn) | 0.6 | . | -5.7 | -4.5 | -11.9 | 23.0 | 0.9 | 5.1 | 94.8 | 5.3
Cc1ccc(S(=O)(=O)N2CC3CCCC2C3)cc1 (stereo not drawn) | 4.0 | -6.1 | 2.0 | . | -6.1 | . | . | 2.5 | 96.0 | .
O=C(NCCC1CCCCN1S(=O)(=O)c1ccccc1)C(=O)NC1CCCC1 (stereo not drawn) | 1.1 | -0.4 | -2.0 | -0.1 | -0.1 | 0.8 | -8.6 | -2.4 | 98.6 | -9.1
CCN(CC)c1ccc(-c2n[nH]c(=S)n2-c2ccccc2)cc1 | 0.5 | -1.4 | 0.9 | -2.3 | -0.5 | 10.4 | -0.9 | 14.7 | 94.6 | -7.2
Cc1sc2ncnc(Oc3ccc(-n4ccnc4)cc3)c2c1C | 0.5 | -4.3 | -1.2 | -0.9 | -6.2 | 5.6 | 6.9 | 6.9 | 117.9 | 0.6
O=C(O)c1cccc(N/N=C/c2ccc(OC(F)(F)F)cc2)c1 | 1.2 | 26.1 | -0.5 | -3.6 | 2.9 | 20.9 | -2.2 | 52.7 | 96.0 | 1.0
COc1cc(OC)cc(C(=O)N[C@H](C(=O)NCCc2ccc(S(N)(=O)=O)cc2)C(C)C)c1 | -1.0 | -2.2 | 4.6 | -0.5 | -7.4 | 2.6 | 3.5 | 9.9 | 100.5 | -0.7
Cc1ccc(C(=O)COC(=O)c2c(C)cc(=O)oc2C)cc1[N+](=O)[O-] | 0.0 | . | 0.0 | -2.0 | -4.1 | 10.6 | 2.7 | 5.0 | 108.0 | -20.7
COCCCn1c(SCC(=O)N2CC(=O)Nc3ccccc32)nnc1-c1ccoc1C | 1.5 | -4.4 | -4.0 | -0.7 | -4.3 | 4.0 | 1.6 | -6.7 | 98.5 | -0.8
COc1cccc(N=Nc2ccc(O)c3ncccc23)c1 | 0.2 | -5.2 | 4.0 | -1.7 | 3.9 | 9.6 | -3.6 | 12.9 | 95.2 | 8.3
Cc1cc(C(=O)Nc2ccc(Br)cn2)sc1C | -3.1 | 54.2* | -0.7 | 3.7 | 5.4 | -14.7 | -0.1 | -5.0 | 105.1 | -7.6
COc1cc(C(=O)N/N=C/c2ccsc2C)cc(OC)c1OC | -0.7 | . | 3.1 | -1.2 | -1.4 | 7.1 | 0.3 | -35.1 | 106.2 | 2.8
Cc1ccccc1/C=N/n1c(-c2ccccn2)n[nH]c1=S | 0.1 | 3.0 | -1.6 | -2.1 | 1.8 | 10.5 | 1.8 | 8.2 | . | -4.9
COc1ccc(CCNC(=O)CSc2nncn2N)cc1OC | -1.3 | . | -0.9 | -1.4 | -5.6 | 7.6 | 0.0 | -6.9 | 84.3 | 7.6
O=C(O)c1ccc(S(=O)(=O)N(Cc2cccs2)CC2CCCO2)cc1 (stereo not drawn) | 0.1 | 0.2 | -7.3 | -3.7 | -1.4 | 19.2 | 7.2 | 30.9 | 87.4 | -6.9
O=C(NCCS(=O)(=O)N1CCN(c2ccccc2F)CC1)c1ccc(Br)o1 | 1.4 | -2.0 | 5.7 | -2.5 | -5.8 | 12.4 | 2.9 | -7.3 | 104.9 | 0.4
Cc1ccccc1OC(=O)CCC(=O)OCCCC(F)(F)C(F)(F)F | 1.1 | -0.8 | -2.5 | 5.6 | -1.0 | -30.9 | 0.0 | 24.1 | 109.9 | -4.6
CNC(=S)N1N=C(c2ccc(C)cc2)CC1c1ccc(Br)cc1 (stereo not drawn) | 0.1 | . | -0.8 | 1.5 | 0.8 | -7.1 | 0.7 | 4.3 | 102.9 | -9.5
O=C(CN(C(=O)c1csnn1)c1ccc(Cl)cc1)NCCc1ccccc1 | 1.0 | -1.9 | -3.7 | -0.5 | 0.0 | 2.9 | 7.7 | 8.6 | 95.7 | -10.4
Cc1ccc(-c2nc(S(=O)(=O)c3ccc(C)cc3)c(SCC(=O)NCC3CCCO3)o2)cc1 (stereo not drawn) | 0.3 | -1.4 | -3.7 | -1.1 | -3.7 | 7.2 | -3.9 | -3.5 | . | 6.1
Cc1cc(/C=N/NC(=O)C(O)(c2ccccc2)c2ccccc2)c(C)n1-c1ccc(C(=O)O)cc1 | 2.8 | -0.5 | 1.2 | -0.2 | -5.1 | 1.2 | -2.4 | 14.6 | 84.4 | 8.9
CCc1nn(C(CC)C(=O)NCCc2ccc(OC)cc2OC)c(=O)c2cc3occc3n12 (stereo not drawn) | -2.4 | 2.2 | -3.0 | -0.2 | -2.7 | 1.0 | -0.2 | 14.2 | 95.2 | -7.7
O=C(CCNS(=O)(=O)c1ccc(Br)s1)NCc1ccccc1Cl | 0.3 | -11.3 | -2.9 | -1.4 | 1.8 | 7.3 | 1.4 | -16.6 | 94.7 | 2.0
C/C(=N\OC(=O)c1ccc(C)cc1)c1sc(C)nc1C | -0.6 | . | -1.0 | -0.5 | 0.1 | 2.2 | -3.1 | 6.8 | 97.8 | 5.0
O=C(NCC(=O)N(c1ccc(Cl)cc1)C(C(=O)NC1CCCC1)c1cccnc1)c1ccco1 (stereo not drawn) | -0.7 | 1.8 | -3.8 | -0.5 | -0.6 | 3.6 | -4.4 | 18.9 | . | -9.8
CC(=O)/C(=N/Nc1ccccc1C)N1CCOCC1 | 0.3 | 2.0 | -0.2 | -3.0 | -6.2 | 15.9 | -0.1 | -6.4 | 106.9 | -2.1
COc1ccc(/C=N/n2cnn(Cc3ccccc3Cl)c2=S)cc1OC | 0.6 | -0.2 | 7.3 | -0.5 | 1.0 | 2.5 | -7.6 | 6.6 | 132.4 | -1.8
CCOC(=O)C(=O)Nc1cc(C)on1 | 0.3 | -1.3 | 0.8 | 1.9 | -0.1 | -9.8 | -2.8 | 21.3 | 117.0 | -1.8
Cn1nnc2cc(NC(=O)Nc3cccc(Cl)c3)ccc21 | 0.2 | 19.3 | 1.7 | 5.8 | -5.6 | -26.1 | -2.1 | 1.1 | 96.7 | -4.5
